# TrxR1 substrate – substrates of rat thioredoxin reductase 1; Potency, µM (doses to about 114 µM), for inactives: at the top dose activity change, negative = substrate turnover; 390,000 compounds, 0.01% hits; purified TrxR1 substrate turnover, NADPH consumption readout; O89049; also: potency is read from the fitted curve at half-maximal effect; % is scaled to controls: 0 for no effect and ±100 for the full control effect; nearly all actives have a fitted effect of over 50% in size
#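 Rat TrxR1, dispensed at 90 nM, was prereduced with 400 uM NADPH (final) for 5 min at ~22 deg C, then incubated with compound 15 min before 400 uM selenite. A first-read NADPH fluorescence drop versus no-compound background flagged substrates.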
# HP1b binding inh – inhibitors of HP1-beta chromodomain binding to methylated histone tails; AlphaScreen HP1-beta / biotin-H3K9me3 peptide binding; Potency, µM (series often up to 114 µM), for the others: at the highest dose activity change, negative = inhibition, usual class: inhibitors; 390,000 compounds, 0.56% hits; AID 540317; also: potency is read from the fitted curve at half-maximal effect; nearly all actives have a fitted effect of over 70% in size; inactives centre near 23
#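 Compound inhibition of the preformed complex between 50 nM HP1-beta and 50 nM biotinylated H3K9me3 peptide was read by AlphaScreen. Buffer was PBS pH 7.4 with 0.01% Tween-20. Incubations ran 30 min at room temperature, with 10 ug/mL donor/acceptor beads.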
# mIDH1 inhibitor – blocks human mutant IDH1 R132H enzyme; 390,000 compounds, 0.093% hits; AID 602179; IDH1-R132H enzyme, NADPH consumption, diaphorase/resazurin fluorescence; Potency, µM (top dose mostly 76.6 µM), inactives show at the top dose activity change, negative = inhibition, usual class: inhibitors; O75874; also: potency is read from the fitted curve at half-maximal effect; % is scaled to controls: 0 for no effect and ±100 for the full control effect; nearly all actives have a fitted effect of over 65% in size
#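 IDH1-R132H (0.5 ug/mL dispensed) in pH 7.5 Tris buffer was preincubated 30 min with compound, then given a substrate mix of 0.016 mM NADPH and 2 mM alpha-KG for 80 min at room temperature; remaining NADPH was read by diaphorase/resazurin fluorescence.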
# PGK inhibitor – blocks T. brucei phosphoglycerate kinase; P07378; 380,000 compounds, 0.043% hits; Potency, µM (doses to about 57.5 µM), inactives show at the top dose activity change, negative = inhibition, usual class: inhibitors; PGK/GAPDH coupled, Kinase-Glo luminescence, 60 min; also: potency is read from the fitted curve at half-maximal effect; % is scaled to controls: 0 for no effect and ±100 for the full control effect; nearly all actives have a fitted effect of over 60% in size
#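 Luminescent ATP detection (Kinase-Glo Plus) follows a 60-minute room-temperature incubation, with wells lacking PGK as controls. Buffer: 100 mM TEA (pH 7.6), 5 mM MgCl2, 0.01% Tween-20. Coupling enzyme GAPDH (100 nM final) supplies unstable 1,3-BPG in-well.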
# Pin1 inh – inhibitors of human Pin1. Pin1 FP peptide displacement, HiFluor488, 10 min. Potency, µM (series often up to 115 µM), without a hit: at the highest dose activity, negative = inhibition, hits mostly inhibitors. 390,000 compounds, 0.009% hits. AID 504891; active = well fitted inhibition curve with a large enough effect in the polarisation, with a control signal flat, not every such curve was filed as active; inconclusive = small, poorly fitted or top-dose-only effect, or effect the other way, or a change in a side signal; inactive = no such curve, though single readings can be large or run the other way; the % refers to the polarisation; also: potency is read from the fitted curve at half-maximal effect; % is scaled to controls: 0 for no effect and ±100 for the full control effect
# Target sequence (Q13526 whole entry, looked up): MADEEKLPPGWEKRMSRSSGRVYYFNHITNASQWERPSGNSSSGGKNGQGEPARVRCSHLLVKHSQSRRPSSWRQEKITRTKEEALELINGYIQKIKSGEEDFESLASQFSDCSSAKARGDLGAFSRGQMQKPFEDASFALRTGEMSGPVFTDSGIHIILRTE
# USP1-UAF1 inh – inhibitors of human USP1/UAF1 deubiquitinase; O94782; recombinant USP1/UAF1, Ub-Rhodamine cleavage fluorescence; Potency, µM (doses to about 57.1 µM), inactives show top-dose activity change, negative = inhibition, most hits filed as inhibitors; 390,000 compounds, 0.23% hits; also: potency is read from the fitted curve at half-maximal effect; % is scaled to controls: 0 for no effect and ±100 for the full control effect; nearly all actives have a fitted effect of over 60% in size; inactives centre near -12
# Target sequence (O94782 whole entry, looked up): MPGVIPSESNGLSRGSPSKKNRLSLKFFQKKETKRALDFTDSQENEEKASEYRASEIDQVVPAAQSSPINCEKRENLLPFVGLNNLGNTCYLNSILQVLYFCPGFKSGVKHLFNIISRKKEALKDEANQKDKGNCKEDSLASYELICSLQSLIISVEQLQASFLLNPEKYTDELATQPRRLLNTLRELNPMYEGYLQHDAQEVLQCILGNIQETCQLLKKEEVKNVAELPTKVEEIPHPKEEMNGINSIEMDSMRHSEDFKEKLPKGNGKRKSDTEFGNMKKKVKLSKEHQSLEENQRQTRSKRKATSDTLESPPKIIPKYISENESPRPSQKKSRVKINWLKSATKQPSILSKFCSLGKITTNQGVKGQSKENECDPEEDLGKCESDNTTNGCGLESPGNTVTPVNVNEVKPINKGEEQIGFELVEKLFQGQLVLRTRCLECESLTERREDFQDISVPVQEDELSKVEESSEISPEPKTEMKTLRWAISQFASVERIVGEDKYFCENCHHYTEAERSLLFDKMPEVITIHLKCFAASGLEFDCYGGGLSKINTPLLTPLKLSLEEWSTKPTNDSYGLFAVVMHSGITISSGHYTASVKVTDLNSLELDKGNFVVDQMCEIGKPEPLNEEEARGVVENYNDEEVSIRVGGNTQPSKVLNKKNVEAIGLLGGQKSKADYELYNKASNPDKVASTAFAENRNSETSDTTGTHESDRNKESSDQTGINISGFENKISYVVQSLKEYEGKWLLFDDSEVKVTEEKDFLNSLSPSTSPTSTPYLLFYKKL
#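 1 nM enzyme complex + cpd, 15 min RT; start with Ub-Rho 150nM final; kinetic fluorescence ex 480/em 540, 6 reads q60 s. Buffer 50mM HEPES pH 7.8, 0.5mM EDTA, 0.1 mg/ml BSA, 1mM TCEP, 0.01% Tween-20.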
# GLS inh – blocks human kidney-isoform glutaminase activity | O94925 | GLS enzymatic activity, qHTS titration | Potency, µM (top dose mostly 45.5 µM), for the others: at the top dose activity change, negative = inhibition, hits mostly inhibitors | 410,000 compounds, 0.21% hits; also: potency is read from the fitted curve at half-maximal effect; % is scaled to controls: 0 for no effect and ±100 for the full control effect
#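 Compounds were pin-transferred onto hKGA, after which L-glutamine (1 mM solution) and a detection mix of glutamate oxidase, HRP and Amplex Red were added. Initial and 30 min RT fluorescence reads were collected.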
# PI4K2A inh – inhibitors of human PI4K2A. Q9BTU6. purified PI4K2A, ADP-Glo luminescence, 1 h; active compounds read low. activity change, negative = inhibition, % at 76.9 µM. 420,000 compounds, 0.13% hits; in the data active = activity change below about -50%; inconclusive = mostly about -30% to -49%;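 also: -100% = wells without enzyme as full effect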
#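 PI4K2A activity was measured by ADP-Glo luminescence: enzyme (4 ug/mL stock) and phosphatidylinositol (1.2 mM stock) in Tris pH 7.5/MgCl2/EGTA/Triton X-100 buffer were reacted with ATP (300 microM stock) for one hour at ambient temperature.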
# TrxR1 inh – rat TrxR1 inhibition; Potency, µM (titrated, usually from 114 µM), for inactives: at the top dose activity change, negative = inhibition, hits mostly inhibitors; recombinant rTrxR1, NADPH fluorescence consumption, selenite substrate; AID 588453; O89049; 390,000 compounds, 1% hits; also: potency is read from the fitted curve at half-maximal effect; % is scaled to controls: 0 for no effect and ±100 for the full control effect; nearly all actives have a fitted effect of over 65% in size
#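 Rat TrxR1 (90 nM in the dispensed reagent) was pre-reduced with 400 uM NADPH for 5 min at room temperature, then incubated with compound for 15 min. After 400 uM selenite was added, NADPH fluorescence (Ex 340/Em 450 nm) was followed for 8 min.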
# Numbers without * were called inactive; u = inconclusive; & = joins results of further samples; [ ] = remark or other dose. Unless noted, calls follow the shape of the dose curve; as a rule, active = well fitted curve in the direction sought with a large enough effect; inconclusive = small, poorly fitted or top-dose-only effect, or another doubt; inactive = no such curve, though single readings can be large; an effect the other way counts as inactive or inconclusive.
SMILES,TrxR1 substrate,HP1b binding inh,mIDH1 inhibitor,PGK inhibitor,Pin1 inh,USP1-UAF1 inh,GLS inh,PI4K2A inh,TrxR1 inh
COc1ccccc1NC(=O)C(Cc1ccccc1)NS(=O)(=O)c1ccc2c(c1)CCN2C(C)=O (centres undefined),3%,14%,26%,9%,11%,-19%,6%,1,24%
CSc1nnc(N2C(=O)C(O)=C(C(=O)c3ccc(C)o3)C2c2ccc(C)cc2)s1 (centres undefined),1%,2%,-6%,-6%,0%,-16%,1%,2,20%
COc1ccccc1NC(=O)CSc1nnc(C)s1,4%,27%,-7%,7%,7%,-15%,1%,1,15%
CC12CC(O)C3c4ccc(O)cc4CCC3C1CC/C2=N\O (centres undefined),7%,21%,22%,5%,3%,-10%,19%,2,15%
Cc1cc2c(c(C)c1Br)C(c1ccc3c(c1)OCO3)CC(=O)O2 (centres undefined),-3%,44%[activator],17%,0%,2%,-28%,-8%,-3,3%
OC[C@@H]1[C@@H](c2ccc(Cl)cc2)C(c2ccccc2)=NN1c1ccccc1,145%[activator],289%[activator],-3%,-2%,15%,-16%,5%,-3,u
CCC(=O)N1CCc2cc(Br)cc(S(=O)(=O)CCC(=O)NCc3ccc(F)cc3)c21,-2%[2.29 µM],30%,8%,-6%,3%,-18%,1%,-2,9%
CCOC(=O)CC(NC(=O)c1cccs1)c1ccc(OCC)cc1 (centres undefined),3%[57.1 µM],47%[activator],4%,4%,-1%,-2%,4%,-3,-8%[57.1 µM]
Cc1cc(OCC(=O)c2ccc(C(F)(F)F)cc2)n2cnnc2n1,-9%,11%,0%,3%,-6%,-13%,5%,1,0%[57.1 µM]
CCOc1ccc(C(C)C)cc1S(=O)(=O)N1CCOCC1,10%,24%,4%,-3%,-1%,-9%,14%,-1,6%[57.1 µM]
COc1ccc(OCC(=O)Nc2ccncc2)cc1,-2%,18%,2%,-4%,-1%,-10%,-2%,2,9%
COc1ccc(OC)c(N2Cc3ccccc3C2)c1,-3%,7%,-4%,5%,-3%,-18%,-1%,5,-26%
Cc1cccc(N(CC(=O)NC2CCCC2)C(=O)c2c(C)noc2C)c1,3%,17%,-1%,0%,-3%,-8%,7%,5,13%
CCOc1ccc(Nc2ncnc3c2nnn3Cc2ccccc2)cc1,7%,20%,13%,-6%,5%,-11%,-3%,-6,4%
COc1ccc(C(CNC(=O)c2cccc(S(=O)(=O)Nc3ccc(C)cc3)c2)N2CCCCC2)cc1 (centres undefined),0%,-20%,-1%,0%,0%,-10%,2%,0,12%
O=C(NCCc1csc(-c2ccc(C(F)(F)F)cc2)n1)C(=O)Nc1cc(F)ccc1F,0%[57.1 µM],30%[57 µM],-16%,9%,2%,-9%,-20%,-1,15%[57.1 µM]
N#CC(C#N)=C(Nc1ccccc1)c1ccccc1,9%[57.1 µM],15%,0%,-2%,0%,-15%,10%,-11,13%[57.1 µM]
Cc1ccc2nc(-c3cccc(SC4CCCCC4)c3)c(NCc3ccccc3)n2c1,63%[activator],32%,10%,-11%,0%,-12%,15%&3%,1&7,56%[activator]
COc1cccc(CNC(=O)c2cc(=O)[nH]c3ccc(S(=O)(=O)N4CCCCC4)cc23)c1,9%,36%,2%,-1%,-4%,-30%,6%,-1,25%
COc1ccc(-c2cn[nH]c2N)cc1OC,-4%,16%,15%,-1%,4%,-4%,1%,-3,-6%[57.1 µM]
Cc1cc(C)n(CC(=O)N/N=C/c2ccco2)n1,-16%,31%,1%,-7%,0%,-13%,1%,3,-19%
CCOc1cc(CNC(=O)C(NS(=O)(=O)c2cccs2)C(C)C)cc(OCC)c1OCC (centres undefined),6%[57.1 µM],-8%,-9%,-4%,-5%,-27%,-9%,1,21%[57.1 µM]
CCCCNC(=O)CCCn1c(=O)c2ccccc2n(Cc2ccc(Cl)cc2)c1=O,11%,64%[activator],14%,-7%,u,-16%,1%,-1,11%
c1coc(CNC2CCCCCCC2)c1,9%[57.1 µM],-20%,4%,-3%,u,-17%,6%,0,3%[57.1 µM]
CCc1ccc(NC(=O)CSc2nc3c(oc4ccccc43)c(=O)n2-c2cccc(C)c2)cc1,4%,26%,0%,2%,u,-4%,-1%,-1,12%

# (more compounds)
SMILES,TrxR1 substrate,HP1b binding inh,mIDH1 inhibitor,PGK inhibitor,Pin1 inh,USP1-UAF1 inh,GLS inh,PI4K2A inh,TrxR1 inh
CC(C)N(Cc1ccccc1)C(=O)C1CCCN(c2ncnc3c2nc2n3CCCCC2)C1 (centres undefined),5%,20%[57 µM],3%,-3%,-4%,-19%,6%,-8,16%
COc1ccc(OCCC(=O)OCC(=O)Nc2ccc(Br)cc2)cc1,0%,38%,15%,-11%,5%,-17%,-4%,-2,-3%
Cc1ccc(C)c(CSC2=NCCN2S(=O)(=O)c2ccccc2)c1,-4%,114%[activator],13%,-6%,12%,-15%,-5%,0,14%
O=C(Cn1ccc([N+](=O)[O-])n1)Nc1ccccn1,4%,21%,-3%,2%,0%,1%,1%,-4,5%
COCCNc1nc(SC)nc2sc3c(c12)CCN(C)C3,80%[activator],45%[activator],-9%,-7%,-1%,-9%,1%,2,0%
O=C(O)c1ccc(/C=N/Nc2nc3ccccc3[nH]2)cc1,-13%,-11%,-3%,-12%,4%,-7%,5%,0,-1%
Cc1ccc(C2=NS(=O)(=O)N(C)C(C(=O)Nc3cc(C)n(CC(=O)N4CCC(C)CC4)n3)=C2)cc1,-10%,33%,0%,6%,0%,-23%,2%,-3,1%
Cc1cccc(NC(=O)Cn2c(=O)n(CCc3ccccc3)c(=O)c3sc4ccccc4c32)c1,8%,46%[activator],-11%,4%,-3%,u,7%,1,15%
O=C(CSc1nc2ccccc2s1)NC(=O)NCc1ccco1,1%[57.1 µM],-1%,7%,-10%,-3%,-6%,3%,-10,-30%[57.1 µM]
Cc1ccc(NC(=O)COC(=O)C2CC2)cc1Cl,3%,38%,4%,5%,-5%,-12%,-1%,-2,18%
O=C(N/N=C/c1cc([N+](=O)[O-])ccc1O)c1cccc2cc[nH]c12,-4%,45%[activator],0%,-6%,-1%,-21%,1%,-11,-1%
O=C(O)c1ccc(NCCC2=CCCCC2)c([N+](=O)[O-])c1,1%,4%,1%,-6%,1%,-28%,5%,-9,14%
COc1ccc(NC(=O)c2ccccc2N(Cc2ccccc2)S(C)(=O)=O)cc1OC,7%[57.1 µM],15%,2%,-4%,1%,u,1%,-4,16%[57.1 µM]
CN(C)c1cccc(-c2nnc(SCCCC#N)o2)c1,-2%,6%,3%,-5%,1%,-11%,49%[activator],2,3%
CCOc1ccc(NC(=O)c2ccc(CC)s2)c([N+](=O)[O-])c1,3%[57.1 µM],1%,1%,3%,8%,u,0%,4,5%[57.1 µM]
CCc1ccc(NC(=O)CN(c2cc(C)cc(C)c2)S(=O)(=O)c2c(C)[nH]c(=O)[nH]c2=O)cc1,-3%&-5%,18%[57 µM],-7%&-21%,-2%&-4%,9%&9%,-22%&-23%,4%&9%,-5&1,7%&1%
CN(C(=O)COC(=O)CN1C(=O)c2cccc([N+](=O)[O-])c2C1=O)c1ccccc1,-5%,23%,-1%,8%,5%,-1%,-1%,0,-18%
O=C(OCc1ccc(COC(=O)c2ccc(O)cc2)cc1)c1ccc(O)cc1,12%[57.1 µM],-7%,3%,-2%,6%,-20%,9%,-6,22%[57.1 µM]

# Compounds listed so far that have an aryl thioether with sulfur outside any ring (7):
SMILES,TrxR1 substrate,HP1b binding inh,mIDH1 inhibitor,PGK inhibitor,Pin1 inh,USP1-UAF1 inh,GLS inh,PI4K2A inh,TrxR1 inh
CSc1nnc(N2C(=O)C(O)=C(C(=O)c3ccc(C)o3)C2c2ccc(C)cc2)s1 (centres undefined),1%,2%,-6%,-6%,0%,-16%,1%,2,20%
COc1ccccc1NC(=O)CSc1nnc(C)s1,4%,27%,-7%,7%,7%,-15%,1%,1,15%
Cc1ccc2nc(-c3cccc(SC4CCCCC4)c3)c(NCc3ccccc3)n2c1,63%[activator],32%,10%,-11%,0%,-12%,15%&3%,1&7,56%[activator]
CCc1ccc(NC(=O)CSc2nc3c(oc4ccccc43)c(=O)n2-c2cccc(C)c2)cc1,4%,26%,0%,2%,u,-4%,-1%,-1,12%
COCCNc1nc(SC)nc2sc3c(c12)CCN(C)C3,80%[activator],45%[activator],-9%,-7%,-1%,-9%,1%,2,0%
O=C(CSc1nc2ccccc2s1)NC(=O)NCc1ccco1,1%[57.1 µM],-1%,7%,-10%,-3%,-6%,3%,-10,-30%[57.1 µM]
CN(C)c1cccc(-c2nnc(SCCCC#N)o2)c1,-2%,6%,3%,-5%,1%,-11%,49%[activator],2,3%

# An excerpt. The share of hits here may be higher or lower than overall.
